Bioassay records as filed in PubChem BioAssay.
TAAR1 agonist: agonists of human TAAR1. CHO RD-HGA16 TAAR1, Fluo-8 calcium fluorescence; vehicle wells 0%, saturating PEA agonist 100%. activation, % at 3 µM. actives 0.99% (n = 360,000). AID 624467;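 active = activation above the mean activation of all test compounds in the run plus 3 SD, cut at about 38% in these data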
Target sequence (Q96RJ0 whole entry, looked up): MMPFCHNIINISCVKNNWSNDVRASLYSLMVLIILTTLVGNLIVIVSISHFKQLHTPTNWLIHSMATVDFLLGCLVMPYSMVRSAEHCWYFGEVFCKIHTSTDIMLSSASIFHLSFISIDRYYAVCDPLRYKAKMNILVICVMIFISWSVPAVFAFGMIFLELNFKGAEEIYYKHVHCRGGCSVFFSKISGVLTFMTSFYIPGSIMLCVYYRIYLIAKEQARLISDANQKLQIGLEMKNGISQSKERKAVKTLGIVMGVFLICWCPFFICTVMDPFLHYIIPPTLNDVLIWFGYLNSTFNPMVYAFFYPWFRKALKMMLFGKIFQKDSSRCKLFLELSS
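Test system: RD-HGA16 (CHO) cells co-expressing Gα16 and hTAAR1 | Doses: Single dose, 3 µM | Schedule: 17-24 h seeding, 75 min 37 °C dye, 30 min RT | Evaluation: % activation from peak over basal fluorescence ratio, DMSO-to-PEA scaled | Technique: Kinetic Fluo-8 calcium fluorescence | Benchmarks: Low control DMSO, high control PEA (EC100)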
OXTR potentiate: human OXTR potentiation; CHO-OTR cells, Fluo-8 calcium fluorescence, potentiator mode; 0% = oxytocin EC15, 100% = EC100; actives 0.061% (n = 320,000); AID 2445; activation, % at 3 µM;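 active = activation above that plate's cutoff, the mean activation of tested compounds plus 3 SD, cut at about 6.6% in these data, passing the limit was not always enough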;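 note: 100% uses oxytocin at 75 nM as the full agonist control; some results filed as inactive read as strong as hits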
Target sequence (P30559 whole entry, looked up): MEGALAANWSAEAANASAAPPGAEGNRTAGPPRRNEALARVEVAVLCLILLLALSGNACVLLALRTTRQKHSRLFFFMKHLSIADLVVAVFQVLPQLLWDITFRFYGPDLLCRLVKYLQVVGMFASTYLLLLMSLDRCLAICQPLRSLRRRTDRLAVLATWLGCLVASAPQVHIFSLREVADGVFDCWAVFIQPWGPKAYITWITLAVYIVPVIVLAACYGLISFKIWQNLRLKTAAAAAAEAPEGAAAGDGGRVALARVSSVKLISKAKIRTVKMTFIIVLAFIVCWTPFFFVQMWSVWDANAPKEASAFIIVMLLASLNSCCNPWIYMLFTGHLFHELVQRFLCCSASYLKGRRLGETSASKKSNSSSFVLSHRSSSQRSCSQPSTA
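Measured by – Fluo-8 calcium dye fluorescence · Test system – human OTR in CHO cells · Dosing – one concentration, 3.0 µM compound · Controls – EC15 oxytocin alone as 0%, 75 nM oxytocin as 100% · Evaluation – normalized max/min fluorescence ratio, % activation · Timing – 6 min pre-incubation, 100 s read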
CHO parental Ca: counter-screen: ATP calcium response change in parental CHO cells; actives 0.63% (n = 330,000); inhibition, % at 5.6 µM; parental CHO-K1, ATP-induced calcium, Fluo-8 fluorescence;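 active = inhibition above that plate's mean sample inhibition plus 3 SD, cut at about 26% in these data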;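 note: 0% = ATP-challenged DMSO wells and 100% = DMSO wells without ATP; some compounds past the cut are filed as inactive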
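material = parental CHO cells | also added = ATP as calcium-mobilizing challenge | dosing = single point at 5.6 µM | detection = intracellular calcium via Fluo-8 no-wash fluorescent dye | read-out = % inhibition | benchmarks = low control ATP plus DMSO, high control DMSO only | repeats = one well per compound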
M1 antag: human CHRM1 antagonism | P11229 | CHO-K1 hM1, Fluo-8 calcium fluorescence, ACh EC80 antagonist | inhibition, % at 3 µM | actives 1.3% (n = 360,000);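 active = percent inhibition above its own plate's cutoff, namely the mean of that plate's compound wells plus 3 SD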;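 note: peak over basal fluorescence ratio during 140 s after agonist addition; 0% = ACh EC80 plus DMSO and 100% = DMSO alone without agonist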
TAAR1 antagonist: antagonists of human TAAR1. Q96RJ0. CHO RD-HGA16 TAAR1, Fluo-8 calcium fluorescence, antagonist. inhibition, % at 3 µM. actives 1.5% (n = 360,000). AID 624466;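 active = inhibition above a per-plate cutoff, the mean inhibition of test compounds on that plate plus 3 SD, cut at about 49% in these data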;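 note: 0% = DMSO plus EC80 beta-PEA response and 100% = DMSO alone without agonist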
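test system = CHO RD-HGA16 cells bearing hTAAR1 | replication = singlicate | controls = DMSO-only wells and EC80 β-PEA-stimulated wells | reagent = EC80 β-phenethylamine stimulus | read-out basis = percent inhibition of PEA-evoked calcium signal, max/basal emission ratio | schedule = seeding 17-24 h prior, 75-min 37 °C, 30-min RT dye loading | signal = kinetic Fluo-8 calcium fluorescence measurement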
M1 ag: activates human CHRM1 receptor. P11229. activation, % at 3 µM. actives 0.33% (n = 360,000). CHO-K1 hM1, Fluo-8 calcium fluorescence, agonist mode; 0% DMSO, 100% acetylcholine EC100. AID 588814;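 active = activation above the run's mean compound activation plus 3 SD, cut at about 16% in these data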;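 note: peak over basal fluorescence ratio within a 140 s kinetic read after compound addition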
OXTR agonist: human OXTR agonism | CHO-OTR cells, Fluo-8 calcium fluorescence; normalized: DMSO 0%, oxytocin 100% | actives 0.32% (n = 320,000) | AID 2435 | activation, % at 3 µM | P30559;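 active = activation above the mean of all tested compounds plus 3 SD, cutoff set per screening run, cut at about 20% in these data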;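 note: peak over basal fluorescence ratio from a 100 s FLIPR kinetic read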
M1 PAM: positive allosteric modulators of human M1 muscarinic receptor; P11229; actives 0.088% (n = 360,000); activation, % at 3 µM; CHO-K1 hM1, Fluo-8 calcium fluorescence, ACh EC20; 0% = ACh EC20, 100% = maximal ACh; in the data active = activation above about 19%, passing the limit was not always enough
V1aR counter: counter-screen for oxytocin receptor agonists: human V1a receptor agonists; CHO-V1R cells, Fluo-8 calcium fluorescence, agonist mode; 0% DMSO, 100% 3 nM vasopressin; AID 2797; actives 0.25% (n = 320,000); activation, % at 3 µM; P37288;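 active = activation above the mean activation of all tested compounds plus 3 SD, per screening run, cut at about 20% in these data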;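 note: signal is peak over basal fluorescence ratio across a 100 second FLIPR read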
The depositor's hits bear a star; / = not tested or not shown.

[1] COc1ccc(N2C(=O)CC(Cc3ccc(Br)cc3)C2=O)cc1 (stereo not drawn)
[2] COc1cccc(C2CC(c3cccs3)=NN2C(=O)CSc2nc3c(cnn3-c3ccc(F)cc3)c(=O)[nH]2)c1OC (stereo not drawn)
[3] CC1(C)CC(=O)C=C(NCc2ccccc2)C1
[4] CC(C)(C)N/C=C(\C#N)S(=O)(=O)c1ccc(Br)cc1
[5] Cc1nc(NNC(=O)c2ccc(Cl)cc2Cl)cc(-c2ccccc2)n1
[6] O=C1NC(=O)C(CSc2ccccc2)(c2ccccc2)N1 (stereo not drawn)
[7] COC(=O)c1sc2nc(C)cc(-c3ccccc3)c2c1N
[8] CCOc1ccc(OCCC(=O)N(CC(=O)Nc2ccccc2C(F)(F)F)Cc2ccco2)cc1
[9] O=S(=O)(Nc1ccc(-c2cn3c(n2)SCC3)cc1)c1cc(F)ccc1F
[10] CCC(C(=O)NC1CCCC1)N(C(=O)Cn1nnc(-c2ccc(C)o2)n1)c1ccc(F)cc1 (stereo not drawn)

Screen / compound no.	1	2	3	4	5	6	7	8	9	10
TAAR1 agonist	6	/	10	9	4	1	1	-1	1	0
OXTR potentiate	-16	0	-4	2	-7	/	2	-7	/	/
CHO parental Ca	0	-8	-3	-1	-16	/	-12	-20	/	/
M1 antag	-8	-3	6	-9	-5	-9	1	-4	-9	2
TAAR1 antagonist	-5	/	-3	-4	5	7	-20	-8	-3	-9
M1 ag	-6	0	-1	-3	-2	-7	-6	1	-1	-8
OXTR agonist	1.0	-0.6	0.1	-1.5	1.0	/	-2.0	-1.7	/	/
M1 PAM	6	3	2	6	2	5	-4	0	5	1
V1aR counter	4.3	1.0	1.7	0.6	1.4	/	-0.8	-1.1	/	/

Full records, quoted from the list. Values in the order: TAAR1 agonist	OXTR potentiate	CHO parental Ca	M1 antag	TAAR1 antagonist	M1 ag	OXTR agonist	M1 PAM	V1aR counter
CC(C)(C)N/C=C(\C#N)S(=O)(=O)c1ccc(Br)cc1 is entered as 9	2	-1	-9	-4	-3	-1.5	6	0.6
COC(=O)c1sc2nc(C)cc(-c3ccccc3)c2c1N is entered as 1	2	-12	1	-20	-6	-2.0	-4	-0.8

Next part:
[11] Cc1ccc(CN(C)CC(=O)Nc2cccc([N+](=O)[O-])c2)o1
[12] CCCNC(=O)c1nc(C)c(C)nc1C(=O)Nc1cccc(Cl)c1
[13] Cc1nn(C(C)C(=O)NC2CCCCC2)c(=O)c2nn(-c3ccccc3)c(C)c12 (stereo not drawn)
[14] CCc1cc2c(=O)c(-c3nc4ccccc4n3C)coc2c(CN2CCN(C)CC2)c1O
[15] CCC(=O)N(Cc1ccco1)Cc1cc2cc3c(cc2[nH]c1=O)OCO3
[16] CC(c1ccccc1)N1CC(C(=O)N2CCN(c3ccc(F)cc3)CC2)CC1=O (stereo not drawn)
[17] c1ccc(-c2nnc(-c3c[nH]c4ccccc34)nc2-c2ccccc2)cc1
[18] COc1ccc(CN2CCNC(=O)C2CC(=O)NC2CCC2)c(OC)c1 (stereo not drawn)
[19] CCc1ccc(CN(C)C(=O)C2CCC(=O)N(Cc3cccc(OC)c3)C2)nc1 (stereo not drawn)
[20] O=C(NCc1cccnc1)/C(=C/c1ccccc1)NC(=O)c1ccccc1

Screen / compound no.	11	12	13	14	15	16	17	18	19	20
TAAR1 agonist	11	1	5	12	-1	1	7	0	5	2
OXTR potentiate	-11	-6	-5	-14	7	-2	-18	/	5	-6
CHO parental Ca	-14	-3	-22	-18	-5	-15	-4	/	-22	-11
M1 antag	-1	-6	-12	14	-6	1	-27	-13	-8	-5
TAAR1 antagonist	-2	2	-29	-11	-2	7	-9	-7	-9	-8
M1 ag	-6	8	-14	-4	-4	-6	1	-2	-4	0
OXTR agonist	-0.4	0.1	-0.7	-1.0	-0.6	0.0	0.2	/	1.1	1.2
M1 PAM	1	5	7	-5	6	5	-1	15	6	4
V1aR counter	1.0	0.4	0.2	0.1	1.4	0.6	0.9	/	-0.2	1.8

[21] COc1ccc(-n2c(SCC(=O)NCC3CCCO3)nc3c([nH]c4ccccc43)c2=O)cc1OC (stereo not drawn)
[22] CNS(=O)(=O)c1cc(O)c2c(S(=O)(=O)NC)cccc2c1
[23] Cc1ccc(S(=O)(=O)/C(C#N)=C/c2c(N3CCN(C)CC3)nc3c(C)cccn3c2=O)cc1
[24] CCN(CC)C(=O)Cn1cc(S(=O)(=O)CC(=O)N2CCOCC2)c2ccccc21
[25] CCOC(=O)C1CCN(Cc2oc(CO)cc(=O)c2O)CC1
[26] CCCCN(C(=O)CC(c1ccccc1)c1ccccc1)c1c(N)n(CCC)c(=O)[nH]c1=O
[27] COC(=O)Cn1c(=NC(=O)c2nc3ccccc3s2)sc2cc(S(N)(=O)=O)ccc21
[28] O=C(O)CCN1C(=O)c2ccc(NC(=O)CSc3ccccc3)cc2C1=O
[29] CCn1c(-c2ccsc2)nc2c1c(=O)[nH]c(=O)n2Cc1ccccc1
[30] Nc1ccc(C(=O)N2CCN(S(=O)(=O)c3ccc(Cl)s3)CC2)cc1[N+](=O)[O-]

Screen / compound no.	21	22	23	24	25	26	27	28	29	30
TAAR1 agonist	1	0	13	0	2	1	-1	3	11	4
OXTR potentiate	-5	-1	-17	-4	-2	-6	-6	-4	-2	-13
CHO parental Ca	-11	-10	-21	-15	3	-10	1	4	-5	4
M1 antag	-9	-17	8	-11	1	-5	-9	-10	4	-23
TAAR1 antagonist	12	-25	-2	4	-4	-22	7	-8	3	20
M1 ag	-2	-1	-5	-2	3	-1	-8	-1	-3	1
OXTR agonist	0.4	2.0	1.1	0.3	1.2	-2.1	0.1	-0.9	0.3	5.7
M1 PAM	5	5	-6	5	3	2	8	8	1	6
V1aR counter	-0.7	0.9	0.9	0.7	0.8	-0.9	0.3	0.6	-0.7	4.6

[31] O=C(Nc1cccc2ccccc12)C12CC3CC(C1)CC(n1cnc([N+](=O)[O-])n1)(C3)C2
[32] Cc1cc(N2CCCC2)ccc1/C=N/n1cnnc1
[33] CCn1cc(C(=O)NCCc2ccccc2C)c(=O)c2ccc(C)nc21
[34] CS(=O)(=O)N1c2ccccc2[C@]2(Br)C[C@H]3C(=O)N[C@@H](Cc4ccccc4)C(=O)N3[C@H]12
[35] Cc1ccc2cc(/C=N/NC(=O)CN3CCCCC3)c(Cl)nc2c1
[36] COc1cccc(C(C)(O)c2nc(-c3cccc(C(=O)O)c3)cs2)c1 (stereo not drawn)
[37] COc1cccc(-c2nn(C)c3sc(C(=O)N4CCN(c5ccccn5)CC4)cc23)c1
[38] Cc1ccc(S(=O)(=O)N2CCC(C(=O)N3CCC[C@H]3C(=O)NCc3ccccc3)CC2)cc1
[39] COc1ccc(CN(C)c2ncnc(N)n2)cc1
[40] CCCCN(CC)S(=O)(=O)c1ccc(C(=O)N=c2sc3cc(NC(C)=O)ccc3n2C)cc1

Screen / compound no.	31	32	33	34	35	36	37	38	39	40
TAAR1 agonist	11	-2	12	16	0	1	/	5	2	1
OXTR potentiate	-4	3	/	-9	-7	/	-15	3	4	-10
CHO parental Ca	-23	-13	/	-16	-30	/	0	-11	4	-8
M1 antag	8	-18	-11	-3	-4	7	22*	-5	-21	-17
TAAR1 antagonist	-6	-2	-4	-5	29	-12	/	-7	0	-15
M1 ag	-4	-4	0	-5	-11	-1	-1	-6	-1	2
OXTR agonist	-1.4	1.2	/	5.4	0.3	/	2.9	-0.6	1.9	-0.7
M1 PAM	-4	-1	9	5	12	3	-14	0	12	18
V1aR counter	-1.4	1.7	/	3.0	1.4	/	3.0	-0.3	-0.5	-0.8

[41] Cc1ccc(C)c(NC(=O)CCN2C(=O)[C@@H]3Cc4ccccc4CN3C2=O)c1
[42] CCN(CC)CCC(c1ccc2c(c1)OCO2)c1c(O)cc(OC)cc1OC (stereo not drawn)
[43] COc1ccccc1C1=NN(C(=S)Nc2ccccc2)C(c2ccco2)C1 (stereo not drawn)
[44] O=C(CSCc1ccccc1)Nc1cccc(C(=O)Nc2ccccc2C(=O)O)c1
[45] CCC(=O)Nc1ccc2c(c1)nc1n2CCSC1
[46] COc1cccc(-c2nc(CS(=O)CC(=O)NC3CCCC3)c(C)o2)c1 (stereo not drawn)
[47] Cc1cccc(C)c1CC(=O)N1CCOCC1

Screen / compound no.	41	42	43	44	45	46	47
TAAR1 agonist	2	6	1	1	18	1	1
OXTR potentiate	-12	3	-13	-2	-2	-7	-6
CHO parental Ca	-10	-8	-4	-5	4	-15	-9
M1 antag	-3	1	-12	10	9	-8	-15
TAAR1 antagonist	-20	-3	7	11	4	-2	-7
M1 ag	-2	-11	-5	-1	-3	-3	-2
OXTR agonist	2.3	4.7	-1.5	-0.9	0.4	-0.8	-0.2
M1 PAM	1	5	-3	-4	0	1	15
V1aR counter	3.0	2.7	-1.1	-0.3	0.8	-0.6	0.9

Some of these compounds in order of the M1 PAM value, low to high:
#	SMILES	M1 antag	M1 ag	M1 PAM
44	O=C(CSCc1ccccc1)Nc1cccc(C(=O)Nc2ccccc2C(=O)O)c1	10	-1	-4
43	COc1ccccc1C1=NN(C(=S)Nc2ccccc2)C(c2ccco2)C1 (stereo not drawn)	-12	-5	-3
47	Cc1cccc(C)c1CC(=O)N1CCOCC1	-15	-2	15
